Assay outcomes deposited in PubChem BioAssay by several laboratories.
Myeloid diff MLP: induction of myeloid progenitor differentiation, primary screen, cell-based, flow cytometry, MLPCN library | ER-HoxA9 myeloid progenitors, lysozyme-GFP differentiation | calls only at 10 µM | 360,000 tested, 1% active;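 active = normalized GFP-positive differentiation at or above the plate's own cutoff, the solvent-only control mean plus 3 SD; inconclusive = no clear call, values can overlap the other calls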;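 note: cells exposed to compound for four days before flow analysis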
MT stabilize HCS: microtubule stabilizers in HeLa cells, primary screen, imaging, high-content imaging; 200,000 tested, 0.83% active; % tubulin-high responders, % at 10 µM; HeLa tubulin immunostaining HCS, 24 h; share of cells brighter than vehicle mean+2SD;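 active = plate Z-score above 3 for both tubulin-high and condensed-nucleus cell shares, with cell loss under 80%, at 10 µM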;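 note: anti alpha tubulin signal scored within the nucleus-defined area of each cell; some results filed as inactive read as strong as hits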
Insulin prom up: insulin promoter activators in MIN6 cells, imaging, high-content screening, mouse beta cells. MIN6 insulin promoter-GFP reporter; hits give high values. AID 1625, 2009. 190,000 tested, 0.3% active. z-score at 5 µM;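 active = z-score above 3 at 5 µM with at least 500 cells counted in the well; inconclusive = wells under 500 cells, flagged as cytotoxic or low count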
b-catenin transl: modulators of beta-catenin nuclear translocation, primary screen, imaging, HeLa cells, immunofluorescence, high-content | nuclear translocation activity, % at 5 µM | 190,000 tested, 0.3% active | AID 1665, 2009;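 active = nuclear translocation activity above 50% at 5 µM, with a well cell count of 50 or more; inconclusive = wells under 50 cells across six images, flagged as toxic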;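 note: per-cell ratio of nuclear to cytoplasmic median beta-catenin stain intensity; plate controls were DMSO negative control for no effect and GSK-3 inhibitor IX positive control for full effect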
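System: HeLa cells, endogenous beta-catenin; compound dosing: 5 µM primary single dose, 0.1% DMSO, 0.02–20 µM confirmation series; incubation: 24 h compound exposure at 37°C, 5% CO2; signal: beta-catenin immunofluorescence imaging with DAPI; evaluation: % activation, nuclear-to-cytoplasmic median beta-catenin signal ratio per cell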
Autophagy HCS: autophagy modulators in MEF cells, primary screen, imaging, high-content, MEF GFP-LC3; MEF GFP-LC3 puncta imaging; test concentration mostly 10 µM; calls only at 10 µM (by protocol); 190,000 tested, 0.98% active;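 active = percentage of spot-positive cells more than 3 SD above its plate mean, without a fluorescence outlier flag or 80% toxicity; inconclusive = no clear call, values can overlap the other calls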;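 note: spot-positive cell cutoff set from DMSO-treated cells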
Hep lipid drop: inhibitors of hepatocyte lipid droplet formation, primary screen, imaging, high-throughput imaging, BODIPY stain; AML12 mouse hepatocytes, oleate lipid droplets; inhibition, % at 6.5 µM; 240,000 tested, 0.4% active;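 active = lipid droplet intensity inhibited by at least 50%, with more than 500 cells counted; inconclusive = wells with under 300 cells, treated as cytotoxic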
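Material – AML12 mouse liver cells · Also added – oleate loading, 100 µM · Compound dosing – 6.5 µM single-point dosing · Times – overnight treatment with compound plus oleate · Measured by – fluorescence imaging, 20x objective, two fields per well · Read-out – percent inhibition of filter-corrected integrated lipid droplet intensity per well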
West Nile virus CPE: West Nile virus antiviral activity, cell-based, CPE readout (AID 1621) | West Nile virus-infected cells, CPE inhibition; higher % means a stronger effect | CPE inhibition, % at 10 µM; hits with a dose series show IC50 in µM | 290,000 tested, 0.02% active; in the data active = a potency from the dose series; inconclusive = CPE inhibition mostly from about 3.7% at the one dose, without a potency; inactive = the rest, 99 in 100 with CPE inhibition below about 2.2%; note: strong numbers were not always called active
WT yeast gro inh: growth inhibition of WT strain, primary screen, mitochondrial fusion inhibitor project, WT and mutant strains, chemical genetic. mitochondrial fusion phenotypic screen. inhibition, % at 10 µM. 190,000 tested, 2.1% active. AID 1362, 2008; in the data active = inhibition above about 58%; tested in S. cerevisiae
T cell HTS: modulators of CD8 T cell-vesicle binding, primary screen, mouse 2C CD8+ T cells, flow cytometry; 2C CD8+ T cell-vesicle binding; hits give low values; calls only at 7 µM; 330,000 tested, 0.068% active; AID 2052, 2009;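 active = response, share of CD8 T cells binding vesicles, and their 90th percentile fluorescence all below set limits, cut at about 80% in these data, passing the limit was not always enough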
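System: murine 2C transgenic CD8+ T lymphocytes; also added: QL9-loaded Drosophila micro-vesicles; times: binding 1.5 h at 37 °C; measured by: flow cytometry, PE anti-B7-1 (FL2) versus Alexa647 anti-CD8 (FL8), PFA-fixed; control set: Peptide-free naked vesicles (low) and QL9 vesicles with 0.7% DMSO vehicle (high)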
WT yeast gro inh mutant strain: second read-out of WT yeast gro inh, no call of its own (marks repeat the call); inhibition, %; mitochondrial fusion phenotypic screen, mutant strain inhibition
Insulin prom up cell count: recorded beside Insulin prom up, whose call it bears; cell count; measured here: cytotoxicity, nuclei count;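 total cells summed across four imaged fields per well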
Hep lipid drop cells 6.5 µM: also measured in Hep lipid drop; calls as there; cell count; measured here: cell count, cytotoxicity flag;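 cells counted across two imaged fields per well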
b-catenin transl cell count 5 µM: further read-out of b-catenin transl, marked with its call; cell count; measured here: cell count, cytotoxicity flag
T cell HTS vesicle-bound %: further read-out of T cell HTS, marked with its call; double positive events, %; measured here: CD8+ vesicle-bound cell fraction;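 binding gate set so that unloaded-vesicle control wells show 10% double positive cells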
MT stabilize HCS Hoechst-high %: also measured in MT stabilize HCS; calls as there; % Hoechst-high responders; measured here: nuclear condensation Hoechst responders;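 share of cells brighter than vehicle mean plus two SD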
MT stabilize HCS cytotoxicity %: recorded beside MT stabilize HCS, whose call it bears; toxicity, %; measured here: cytotoxicity by cell density;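 0% = mean cell density of plate MIN control wells and 100% = no cells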
Autophagy HCS cell loss 18 h: second read-out of Autophagy HCS, no call of its own (marks repeat the call); toxicity, %; measured here: cell loss, nuclei count;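 cell loss after 18 h compound exposure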
Myeloid diff MLP GFP+ MAC1+ %: further read-out of Myeloid diff MLP, marked with its call; GFP+ MAC1+ double positive, %; measured here: differentiation confirmed by MAC1 staining
* = called active by the depositor; i = inactive; ? = inconclusive; · = not tested or not shown; + = active, no number. Rows are unselected. About 3.9% of those tested had a hit in this group.

SMILES	Myeloid diff MLP	Myeloid diff MLP GFP+ MAC1+ %	MT stabilize HCS	MT stabilize HCS Hoechst-high %	MT stabilize HCS cytotoxicity %	Insulin prom up	Insulin prom up cell count	b-catenin transl	b-catenin transl cell count 5 µM	Autophagy HCS	Autophagy HCS cell loss 18 h	Hep lipid drop	Hep lipid drop cells 6.5 µM	West Nile virus CPE	WT yeast gro inh	WT yeast gro inh mutant strain	T cell HTS	T cell HTS vesicle-bound %
CCOC(=O)C1CCN(CC(=O)Nc2cc(S(=O)(=O)N3CCOCC3)ccc2C)CC1	i	0.4	1.3	1.8	11	0.31	1263	-1.9	1131	i	-3	-1	691	0.2%	5	2	i	60
CC(C)CC(=O)Nc1cc2c3c(c1)CCN3C(=O)CC2	+	8.6*	·	·	·	·	·	·	·	·	·	5	679	0.2%	·	·	i	31
Cc1ccc(-n2cc(CN3CCC(CO)(Cc4cccc(C(F)(F)F)c4)CC3)cn2)cc1	+	1.5*	9.0	2.6	5.5	-0.77	1145	1.0	1034	i	22	-27	641	-1.9%	93*	88*	i	31
COc1cccc(C(=O)Nc2cc3c(cc2Br)OCCCO3)c1	i	0.8	2.2	3.2	6.5	0.23	1250	0.8	568	i	-3	-10	684	-0.9%	4	-29	i	40
Cc1cc(CN2CCCCC2C(=O)Nc2ccc(Oc3cccnc3)cc2)oc1C (stereo unspecified)	i	0.9	·	·	·	·	·	·	·	·	·	-54	618	0.5%	·	·	i	62
Cc1cccc(CNC(=O)Cn2ccc3cc(S(=O)(=O)N4CCCC4)ccc32)c1	i	1.5	·	·	·	·	·	·	·	·	·	13	733	-0.4%	·	·	i	48
CC(C)(C)N(Cc1ccccc1)C(=O)COC(=O)CCc1c[nH]c2ccccc12	i	0.9	4.4	2.0	17	0.17	1628	-2.2	1096	i	-63	-24	650	?	32	-7	i	44
COc1cccc(C(=O)Nc2ccc(NC(=O)c3ccco3)nc2)c1	i	1.3	5.2	3.5	6.0	1.9	1109	-5.1	823	i	5	·	·	0.3%	-22	21	i	8
CC(=O)Oc1ccc(-n2c(=O)c3ccccc3c3ccccc3c2=O)cc1	i	0.0	2.6	2.3	9.4	-0.41	1508	0.8	1477	i	-11	2	726	-0.1%	-9	-7	i	35
Nc1nonc1-n1nnc(C(=O)N/N=C/c2ccccc2Br)c1CN1CCCC1	i	2.0	·	·	·	·	·	·	·	·	·	-3	814	-0.4%	·	·	i	41
N#Cc1ccc(NC(=S)NC(=O)CCc2ccc(S(=O)(=O)N3CCOCC3)cc2)cc1	i	0.2	5.6	1.8	6.2	-0.38	1711	7.3	881	i	0	-1	664	1.0%	-9	4	i	42
COc1cc(/C=N\n2cnnc2)ccc1OCC(=O)Nc1ccc(C)cc1	i	0.9	4.5	1.3	2.5	-0.42	1419	-1.6	883	i	4	·	·	-0.1%	-6	-1	i	51
CC1(C)SC(=S)N(/N=C/c2ccccc2)C1N(O)C(=O)Nc1ccc([N+](=O)[O-])cc1 (stereo unspecified)	i	1.5	2.6	1.8	0.9	0.22	1920	-1.1	1072	i	-1	21	695	-0.3%	11	-5	i	48
CCOc1cc2[nH]c(=O)n(CCC(=O)NCc3ccc(OC)cc3)c(=O)c2cc1OCC	i	3.3	2.4	1.9	3.8	·	·	·	·	i	-7	·	·	-0.7%	20	14	i	42
CCOC(=O)N1CCC(NC(=O)CN(C)S(=O)(=O)c2cc3c(cc2Cl)NC(=O)CO3)CC1	i	9.5	3.1	2.6	4.6	·	·	-11	1030	i	5	2	774	-0.6%	·	·	i	65
O=C(C1CSC2(c3ccc(F)cc3)CCC(=O)N12)N1CCCCCC1 (stereo unspecified)	i	1.4	1.4	2.2	8.4	0.24	1244	-3.6	1216	i	22	-16	755	-0.5%	6	18	i	20
CCc1sc(C(=O)NCCCN2CCCC2=O)cc1Br	i	1.5	·	·	·	·	·	·	·	·	·	38	699	-0.5%	·	·	i	17
Cc1ccc(C(=O)CSc2nnc(-c3ccccc3N)n2C)cc1C	i	0.6	3.9	2.0	4.6	·	·	0.8	570	i	11	·	·	-0.4%	0	-9	i	15
O=C(CNC(=O)c1ccc(F)cc1)N/N=C/c1cc(Br)ccc1OC(=O)/C=C/c1ccco1	i	0.8	·	·	·	-0.04	953	-0.3	1413	·	·	-6	691	0.0%	·	·	i	21
COC(=O)c1cccc(NC(=O)Cc2ccc(OC)cc2)c1C	i	1.0	2.5	1.4	1.7	·	·	·	·	i	-8	14	765	-0.3%	-7	-1	i	63
COc1c(/C=N/NC(=O)c2ccncc2)c(CCN(C)C(C)=O)cc2c1OCO2	i	0.5	·	·	·	0.23	1041	-0.3	1266	·	·	16	763	0.4%	·	·	i	40
CS(=O)(=O)Nc1ccc(C2=NN(S(C)(=O)=O)C(c3ccc4c(c3)OCO4)C2)cc1 (stereo unspecified)	i	3.6	11	2.3	0.7	0.62	1447	-3.4	530	i	19	7	649	0.4%	3	1	i	56
CC(C)C(=O)NC(C)C(c1cccs1)N1CCN(c2ccccc2)CC1 (stereo unspecified)	i	16	2.3	1.6	7.1	0.3	1244	-0.4	1206	i	-4	11	719	-0.9%	-12	-11	·	·
S=C(c1ccc2c(c1)OCO2)N1CCOCC1	i	0.5	·	·	·	0.45	850	0.5	1309	·	·	19	712	0.5%	·	·	i	13
Cc1c(C(=O)NNC(=S)NCc2ccc(Cl)cc2)oc2ccccc12	i	2.7	·	·	·	·	·	·	·	·	·	-26	661	-0.1%	·	·	i	65

For convenience, two of the compounds above.
SMILES	Myeloid diff MLP	Myeloid diff MLP GFP+ MAC1+ %	MT stabilize HCS	MT stabilize HCS Hoechst-high %	MT stabilize HCS cytotoxicity %	Insulin prom up	Insulin prom up cell count	b-catenin transl	b-catenin transl cell count 5 µM	Autophagy HCS	Autophagy HCS cell loss 18 h	Hep lipid drop	Hep lipid drop cells 6.5 µM	West Nile virus CPE	WT yeast gro inh	WT yeast gro inh mutant strain	T cell HTS	T cell HTS vesicle-bound %
S=C(c1ccc2c(c1)OCO2)N1CCOCC1	i	0.5	·	·	·	0.45	850	0.5	1309	·	·	19	712	0.5%	·	·	i	13
Cc1c(C(=O)NNC(=S)NCc2ccc(Cl)cc2)oc2ccccc12	i	2.7	·	·	·	·	·	·	·	·	·	-26	661	-0.1%	·	·	i	65

Remaining list, next part
SMILES	Myeloid diff MLP	Myeloid diff MLP GFP+ MAC1+ %	MT stabilize HCS	MT stabilize HCS Hoechst-high %	MT stabilize HCS cytotoxicity %	Insulin prom up	Insulin prom up cell count	b-catenin transl	b-catenin transl cell count 5 µM	Autophagy HCS	Autophagy HCS cell loss 18 h	Hep lipid drop	Hep lipid drop cells 6.5 µM	West Nile virus CPE	WT yeast gro inh	WT yeast gro inh mutant strain	T cell HTS	T cell HTS vesicle-bound %
Cc1ccc(CCNC(=O)CN2C(=O)COc3ccccc32)cc1	i	0.4	2.0	4.0	7.9	0.29	1215	-0.2	1008	i	-8	-11	723	-0.8%	0	2	i	18
Nc1ccccc1Sc1ccccc1[N+](=O)[O-]	i	0.9	2.6	1.9	5.4	0.38	1191	1.3	464	i	-2	8	619	0.1%	-31	-12	i	21
COc1cc(C(=O)NCC(=O)OCC(=O)c2ccc[nH]2)cc(OC)c1OC	i	1.0	1.5	2.0	5.7	0.31	1687	-0.8	1034	i	-4	1	634	-0.2%	-11	-1	i	49
CCOC(=O)C1CCN(C(=O)c2ccc(NC(=O)C3CCCO3)cc2)CC1 (stereo unspecified)	i	0.6	2.3	0.3	19	0.39	1130	-0.8	1211	i	-8	5	744	0.2%	7	-2	i	4
Cc1nnc(NC(=O)c2ccc(C)c(S(=O)(=O)N3CCOCC3)c2)s1	i	3.4	2.3	1.5	8.9	0.18	1751	-0.6	1036	i	-13	1	618	0.1%	-2	5	i	31
O=C(c1ccc2c(c1)OCO2)n1nnc2ccccc21	·	·	3.1	2.2	13	0.59	1384	-0.8	923	i	6	·	·	0.0%	-36	-22	·	·
O=C(COS(=O)c1ccccc1)Nc1cc(Cl)ccc1N1CCOCC1 (stereo unspecified)	i	0.2	5.8	2.2	11	0.34	1266	-0.6	1548	i	3	-6	630	-1.4%	-8	2	i	58
CC(C)OC(=O)c1cn(-c2ccccc2)nc1-c1ccc2c(c1)OCCO2	i	0.8	1.4	1.2	8.3	·	·	·	·	i	-11	6	801	1.0%	28	3	i	19
COc1ccc(NC(=O)NC2CCCCCCC2)cc1	i	1.2	·	·	·	·	·	·	·	·	·	-2	803	-0.6%	·	·	+	5.0*
COc1ccc(NC(=O)C2CC(=O)OC2c2ccccc2)cc1 (stereo unspecified)	i	0.0	1.8	1.1	1.3	0.69	1350	·	·	i	17	-6	655	0.4%	10	10	i	4
Cn1nc(-c2ccc(N3CCOCC3)c(NS(=O)(=O)c3ccc(Cl)cc3)c2)c2ccccc2c1=O	i	0.3	3.6	1.7	5.2	0.13	1515	0.4	1355	i	2	·	·	1.3%	6	-8	i	7
CCOC(=O)c1cccc(NC(=O)c2cc(C)nn2-c2ccccc2)c1	i	0.7	·	·	·	·	·	·	·	·	·	-26	422	-0.5%	·	·	i	64
Cc1nn2c3ccccc3n(CC(=O)c3cccs3)c2nc1=O	i	0.0	2.5	1.4	8.2	0.32	1495	0.2	999	i	-9	-32	595	-0.2%	5	-14	i	48
